# Assay outcomes deposited in PubChem BioAssay by National Center for Advancing Translational Sciences (NCATS).
# ATXN viability: cell viability loss in ATXN counter-screen; S2 cells (HEK-293 line with an ATXN2-luciferase reporter) viability, CellTiter-Fluor protease fluorescence, 24 h; Potency, µM (highest dose often 56.7 µM), most hits filed as cytotoxic; 400,000 tested, 0.49% active; also: potency is read from the fitted curve at half-maximal effect; nearly all actives have a fitted effect of over 40% in size
# Nrf2 inh: blocks Nrf2 signaling; A549 ARE-Fluc reporter, luciferase luminescence, 18-24 h; Potency, µM (top dose mostly 46 µM), for inactives: at the top dose activity change, negative = inhibition, hits mostly inhibitors; 360,000 tested, 2.1% active; AID 504444; also: potency is read from the fitted curve at half-maximal effect; % is scaled to controls: 0 for no effect and ±100 for the full control effect; nearly all actives have a fitted effect of over 60% in size
#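 Nrf2 activity is the BugLite luminescence, read 15 min after reagent at room temperature, following CellTiter-Fluor cytotoxicity readout (30 min, 37C). Compound titrations were applied for 18-24 h to 5000 A549 ARE_Fluc cells/well in 5% FBS OPTI-MEM.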
# HepG2 viability: counter-screen for TGF-b inhibitors: cytotoxicity in HepG2 cells; HepG2 CAGA-GFP viability, ATP luminescence, 18 h; 410,000 tested, 0.76% active; Potency, µM (titrated, usually from 46.1 µM), for inactives: top-dose activity change, negative = cytotoxicity, most hits filed as cytotoxic; also: potency is read from the fitted curve at half-maximal effect; some results filed as inactive show a strong effect at the top dose
#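 HepG2 CAGA-GFP cells (1000/well, DMEM with 1% FBS) received compound, then TGF-beta at 500 pg/mL final, and were incubated 18 hours at 37 degrees C. Viability was read by CellTiter-Glo luminescence. Media-only wells were set as complete cell-killing and DMSO as no toxicity.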
# A549 tox: kills or reduces viability of A549 cells in Nrf2 counter-screen; 390,000 tested, 0.16% active; Potency, µM (doses to about 46 µM), for the others: at the top dose activity change, negative = cytotoxicity, most hits filed as inhibitors; A549 ARE-Fluc cells, CellTiter-Fluor viability, 18-24 h; also: potency is read from the fitted curve at half-maximal effect; % is scaled to controls: 0 for no effect and ±100 for the full control effect
#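 A549 ARE_Fluc cells in 5% FBS OPTI-MEM were exposed to compounds in concentration-response for 18-24 h at 37 deg C. Viability was read by CellTiter-Fluor fluorescence (Ex 405/Em 525) after 30 min, before the luciferase read.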
# MCF10A rerep: inducers of DNA re-replication in MCF 10A breast cells; MCF 10A DNA re-replication, Hoechst nuclear intensity, 48 h; Potency, µM (titrated, usually from 46.1 µM), without a hit: at the highest dose activity, positive = re-replication, hits mostly activators; 350,000 tested, 2.9% active; also: potency is read from the fitted curve at half-maximal effect; % of control where 0% means no effect; nearly all actives have a fitted effect of over 50% in size
# Nrf2 ARE act: activators of Nrf2 (ARE) signaling; AREc32 ARE-luciferase reporter (MCF7-derived line), luminescence, 24 h; Potency, µM (highest dose often 46.1 µM), inactives show at the highest dose activation, actives largely listed as activators; 410,000 tested, 0.31% active; AID 624171; also: potency is read from the fitted curve at half-maximal effect; % of control where 0% means no effect; nearly all actives have a fitted effect of over 65% in size
#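 Nrf2 activation is followed as ARE-luciferase induction in the AREc32 line after one day of compound treatment; luminescence is read with Steady-Glo.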
# IL1B secr inh: blocks inflammasome-driven IL-1 beta release; AID 743279; 360,000 tested, 4.7% active; activity change, % at 57.5 µM; THP-1 LPS/ATP IL-1B secretion, AlphaLISA, 16 h; active compounds read low; in the data active = activity change below about -50%; inconclusive = mostly about -30% to -49%; also: % is scaled to controls: 0 for no effect and ±100 for the full control effect
#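 Secreted IL-1B measured by AlphaLISA bead assay after 16 h compound exposure of THP-1 cells; compounds (final up to 57.5 uM) added 1 h before LPS (250 ng/mL) and ATP (1.25 mM) stimulation; lower signal means less secretion.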
# TGFb SMAD3 inh: TGF-b pathway inhibition; HepG2 CAGA-GFP TGF-b/SMAD3 reporter, GFP fluorescence, 18 h; TGF-beta stimulated, 500 pg/mL final; AID 588855; 410,000 tested, 1.2% active; Potency, µM (top dose mostly 46.1 µM), for inactives: top-dose activity, negative = inhibition, usual class: inhibitors; also: potency is read from the fitted curve at half-maximal effect; % is scaled to controls: 0 for no effect and ±100 for the full control effect; nearly all actives have a fitted effect of over 65% in size
#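 TGF-beta reporter screen: HEPG2 CAGA-GFP, 1% FBS, 500 pg/mL TGF-beta final, 18 h; per-cell GFP summed per well; curves fitted and categorized by class.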
# ATXN2 expr inh: reduces ATXN2 reporter expression in HEK-293 cells | Potency, µM (top dose mostly 57 µM), for inactives: at the highest dose activity change, negative = inhibition, actives largely listed as inhibitors | HEK-293 ATXN2-luciferase reporter, luminescence, 24 h | 360,000 tested, 0.72% active; also: potency is read from the fitted curve at half-maximal effect; % is scaled to controls: 0 for no effect and ±100 for the full control effect; nearly all actives have a fitted effect of over 55% in size
#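 qHTS (up to 57 uM final) was run with 24 h compound exposure of reporter cells at 37 °C. Each well was multiplexed: SteadyGlo luminescence measured ATXN2-luciferase expression after a fluorogenic Gly-Phe-AFC viability readout (25 uM final).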
# * marks the source's active call; other numbers are inactive results; i = inactive; ? = inconclusive; . = no result given; & = joins results of further samples; [ ] = remark or other dose. Unless noted, calls follow the shape of the dose curve; as a rule, active = well fitted curve in the direction sought with a large enough effect; inconclusive = small, poorly fitted or top-dose-only effect, or another doubt; inactive = no such curve, though single readings can be large; an effect the other way counts as inactive or inconclusive.
SMILES,ATXN viability,Nrf2 inh,HepG2 viability,A549 tox,MCF10A rerep,Nrf2 ARE act,IL1B secr inh,TGFb SMAD3 inh,ATXN2 expr inh
COc1ccc(C(=O)/C=C/c2ccc(O)cc2)cc1,i,11.0%,-31.9%,3.7%,16.0%,?,-57.3*,-17.2%,0.2%
O=C(O)Cc1sc(-c2ccccc2)nc1-c1cccs1,i,-3.8%,5.0%,1.3%,-0.7%,4.2%,29.2,0.7%,-4.1%[11.3 µM]
Cc1cc(OCc2nnc(SC(C)C(=O)O)n2Cc2ccccc2)ccc1Cl (stereo not given),i,-26.8%,2.1%,-17.7%,-7.7%,-0.8%,9.8,5.3%,13.6%[11.3 µM]
Cc1ccc(-n2c(SCC(=O)NCc3ccco3)nnc2-c2cccnc2)cc1,i,-0.1%,15.2%,0.4%,-8.9%,0.2%,-2.0,8.5%,-0.7%
CC(Sc1ncnc2c1cnn2-c1ccccc1)C(=O)Nc1ccc(N2CCOCC2)cc1 (stereo not given),i,15.3%,-1.2%,1.4%,8.1%,4.8%,36.7,-3.7%,5.0%
Cc1c(C(c2cc3c(cc2Br)OCO3)c2c(C)n(C)n(-c3ccccc3)c2=O)c(=O)n(-c2ccccc2)n1C,i,15.7%,-20.0%,9.3%,0.3%,-0.6%,2.5,-0.7%,4.9%
CCOC(=O)C1(Cc2ccccc2C)CCCN(C(=O)c2ccc(CSC)o2)C1 (stereo not given),i,?,-16.8%,0.4%,?,1.4%,-0.8,-29.8%,3.8%
Cc1sc2nc(SCC(=O)NCCOCCO)nc(N)c2c1C,i,-5.5%,-6.1%,1.0%,9.4%,-0.9%,-7.4,18.8%,-10.2%
O=S1(=O)CCOC[C@H](c2ccccc2)N1Cc1cccc(Cl)c1,i,-1.3%,-0.5%&19.3%,13.2%,?,-1.0%,-0.4,-4.5%&22.8%,-12.6%
N#CCCN(C(=O)CSc1ccc2c(c1)OCCO2)c1ccc(F)cc1,i,?,-7.2%,-11.0%,-17.8%,2.0%,-5.6,-2.7%,5.5%
Cc1cc(-c2ccccc2)nc2cc(C(=O)OC(C)C)nn12,i,8.9%,-0.3%,-0.4%,0.6%,-0.4%,7.9,-4.7%,5.6%
COc1ccc(NC(=O)c2sc3nc(C)c(C(=O)Nc4ccc(C)cc4C)c(-c4ccc(C)o4)c3c2N)cc1,i,-3.3%,-1.7%,-9.3%,.,0.6%,.,6.9%,-12.7%
COc1ccc(C(=O)NC2CCCc3c2cnn3-c2ccccc2F)cc1OC (stereo not given),i,?,0.7%,-16.7%,11.0%,-2.2%,0.0,-25.4%,-20.3%
COc1cccc(OCc2nc3ccccc3n2CCOc2ccc(C)cc2)c1,i,?,-28.5%,-4.4%,.,3.5%,.,?,-21.7%
O=C(Nc1ccc(-c2ccc(N3CCCCC3)nn2)cc1)c1ccco1,i,?,-12.5%,1.8%,4.2%,-0.7%,-13.0,-0.5%,6.7%
Cc1ccc(C)c2[nH]c(=O)c(CCNC(=O)CC(C)C)cc12,i,-2.4%,-1.1%,-6.7%,-2.1%,0.3%,-21.4,7.2%,2.3%
CCn1nnnc1NCc1ccc(SC)cc1,i,?,-21.1%,-9.6%,5.8%,0.0%,-77.5*,-7.7%,0.7%
COc1ccc(C(CC(=O)Nc2ccccn2)N2Cc3ccccc3C2=O)cc1OC (stereo not given),i,6.0%&39.8%,-6.9%&-28.9%,1.1%&-6.9%,-9.2%,-0.8%&2.4%,-2.6,-3.3%&7.6%,2.0%
Cc1ccc(C)c(Cn2c(=O)n(-c3ccccc3)c(=O)c3c4c(sc32)CCCC4)c1,i,?,-0.2%,-0.7%,.,-0.4%,.,9.7%,15.3%
Cc1c(-c2cc(C(=O)O)on2)cnn1C,i,-4.2%,-0.5%,-3.4%,-2.2%,1.4%,-6.4,-1.0%,2.5%
COc1ccc(-n2ncc(C(=O)N3CCN(c4cc(C)ccc4C)CC3)c2C2CCN(C(=O)OC(C)(C)C)CC2)cc1,.,9.0%,-16.1%,12.5%,.,-0.1%,.,0.0%,.
O=c1cc(Nc2ccc3c(c2)OCCO3)[nH]c(=O)n1Cc1ccc(F)cc1,i,11.7%,1.7%,1.5%,-57.2%[inhibitor],3.5%,-21.1,-17.5%,0.6%
COC(=O)CCN(C)CCC(=O)OC,i,.,-3.1%,18.7%,-3.7%,-0.4%,-10.4,21.0%,11.8%
CCc1ccc(NC(=O)Cn2ccn(Cc3ccccc3OC)c(=O)c2=O)cc1,.,1.0%,-21.1%,-0.1%,.,1.6%,.,-28.1%,.
COc1cc(NC(=O)c2nccnc2C(=O)O)cc(OC)c1,i,21.2%,-11.4%,0.4%,-3.4%,-2.1%,8.6,-5.6%,5.5%

# Full records, quoted from the list. Order of screens: ATXN viability | Nrf2 inh | HepG2 viability | A549 tox | MCF10A rerep | Nrf2 ARE act | IL1B secr inh | TGFb SMAD3 inh | ATXN2 expr inh
# `Cc1cc(-c2ccccc2)nc2cc(C(=O)OC(C)C)nn12` in the list: i | 8.9% | -0.3% | -0.4% | 0.6% | -0.4% | 7.9 | -4.7% | 5.6%
# `Cc1sc2nc(SCC(=O)NCCOCCO)nc(N)c2c1C` in the list: i | -5.5% | -6.1% | 1.0% | 9.4% | -0.9% | -7.4 | 18.8% | -10.2%
# `Cc1ccc(-n2c(SCC(=O)NCc3ccco3)nnc2-c2cccnc2)cc1` in the list: i | -0.1% | 15.2% | 0.4% | -8.9% | 0.2% | -2.0 | 8.5% | -0.7%
# `CCc1ccc(NC(=O)Cn2ccn(Cc3ccccc3OC)c(=O)c2=O)cc1` in the list: . | 1.0% | -21.1% | -0.1% | . | 1.6% | . | -28.1% | .

# (list continues)
SMILES,ATXN viability,Nrf2 inh,HepG2 viability,A549 tox,MCF10A rerep,Nrf2 ARE act,IL1B secr inh,TGFb SMAD3 inh,ATXN2 expr inh
NC(=S)NNC(=O)/C(=C/c1ccc(Br)cc1)NC(=O)c1ccccc1,i,-7.0%,1.0%,-11.4%,13.3%,10.0%,-12.9,?,.
COc1ccc(CCNC(=O)c2ccc3c(Cl)c4c(nc3c2)CCCC4)c(OC)c1,?,?,-36.2%,11.1%,.,0.3%,.,?,?
O=C(CCN1C(=O)c2ccccc2C1=O)NCc1ccc(F)cc1,i,2.5%,-3.2%,-0.1%,-1.3%,1.7%,2.5,-5.7%,.
O=C(CSc1n[nH]c(=O)[nH]c1=O)c1ccc(Cl)cc1Cl,i,7.9%,-20.2%,-0.3%,4.4%,2.3%,22.8,-16.3%,-7.2%
C/C1=C\CCC2C(/C=C(\C)CC1)OC(=O)C2CN1CCCCC1 (stereo not given),i,-4.7%,-49.3%,1.0%,?,?,.,?,17.7%
COc1cccc(NC(=O)CSc2nc3cc(OC)c(OC)cc3c3nc(-c4ccccc4)nn23)c1,i,2.5%,-1.0%,7.4%,.,0.1%,.,-16.2%,-1.9%
Cc1nc(-c2ccccc2)sc1C(=O)NS(=O)(=O)c1ccc(CN2CCN(c3ccccc3)CC2)cc1,i,.,.,.,.,-0.2%,1.8,.,10.6%
CN(C)c1cccc(C(=O)Nc2ccc(-c3nc4ccccc4s3)cc2)c1,?,.,-30.1%,-0.6%,.,3.5%,.,-12.6%,66.8%[activator]
O=C(Nc1cccc(-c2cccc(F)c2)c1)C1CCN(C2CCC2)CC1,i,3.1%,0.5%,0.8%,-1.9%,-0.5%,-13.9,?,.
CS(=O)(=O)N(CC(=O)Nc1ccc(S(=O)(=O)N2CCCC2)cc1)c1cccc(F)c1,i,-22.3%,-1.9%,-4.9%,8.0%,-0.4%,-7.1,21.4%,1.0%
CC(NS(=O)(=O)c1ccc(Cl)cc1)C(c1cccs1)N1CCN(C)CC1 (stereo not given),i,7.3%,-17.0%,3.4%,14.2%,-0.2%,0.0,1.8%,-9.0%
CCNC(=O)C1(C)CCCN(Cc2ccc3ccccc3c2Br)C1 (stereo not given),i,.,-32.8%,.,.,2.1%,?,?,?
C=CCn1c(SCC(=O)NCCCC(=O)OCC)nc2scc(-c3ccco3)c2c1=O,i,-3.6%,-29.9%,-4.1%,1.8%,7.4%,15.6,0.0%,-6.9%
COc1ccc(NCc2ccsc2)cc1,i,17.1%,15.0%,-7.7%,5.1%,0.6%,?,-2.4%,-1.6%
CCOC(=O)c1cn(-c2c(C)n(C)n(-c3ccccc3)c2=O)c2c(F)c(F)c(F)cc2c1=O,i,7.8%,4.9%,2.7%,?,0.6%,-6.8,7.6%,8.9%
COc1ccccc1/C=C/C=N/NC(=O)c1ccco1,i,23.4%,-36.6%,0.0%,14.6%,?,-0.5,?,4.4%
Cc1ccc(C(=O)N/N=C/c2sc(=O)n(Cc3cccc(C(=O)O)c3)c2Cl)cc1,i,-5.8%,6.9%,-4.8%,-1.4%,0.2%,3.7,0.0%,6.2%
CCOc1cc(/C=C2\SC(=S)N(NS(=O)(=O)c3ccc(C)cc3)C2=O)ccc1O,?,2.9%,0.9%,?,7.2%,4.8%,-5.4,5.5%,.
CC1CCN(c2nc(/C=C/c3ccccc3)nc3ccccc23)CC1,i,10.7%,-24.2%,0.4%,20.6µM*,27.2%,-30.0,?,-8.0%
CCOc1ccc(NC(C)=O)cc1,i,7.1%,9.2%&22.5%,1.4%,-1.7%,0.5%,10.4,7.4%&31.3%,1.0%&5.6%
CCSC1=NCCN1C(=O)c1c(-c2ccccc2Cl)noc1C,i,6.1%,7.4%,0.1%,-1.1%,-0.6%,17.5,-6.9%,-11.7%
CCCNC(=O)c1ccccc1NC(=O)c1nsc2ccccc12,i,.,2.6%,12.1%,.,10.7%,.,-1.6%,3.3%
CCN(C[C@H]1N[C@@](C)(C(=O)OC)[C@H]2C(=O)N(C)C(=O)[C@@H]12)S(=O)(=O)c1ccc(-c2ccccc2)cc1,i,-1.5%,-8.7%,-0.3%,15.7%,1.8%,-17.1,-27.0%,-18.1%
OC(COc1ccc2ccccc2c1)Cn1cncn1 (stereo not given),i,4.2%,0.6%,-8.5%,0.0%,0.2%,5.8,-15.8%,17.9%
